Efa HMGR inh: E. faecalis class II HMG-CoA reductase inhibition; purified E. faecalis HMGR, NADPH absorbance 340 nm kinetic; 0.41% of 190,000 active; inhibition, % at 10 µM;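 active means inhibition above a set limit, the median over all tested compounds plus 3 SD, cut at about 9.5% in these data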;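 further: enzyme runs in reverse so mevalonate oxidation gives rising NADPH absorbance; 0% = complete reaction with DMSO and 100% = background rate lacking mevalonate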
STAT3 blocker: STAT3 signaling inhibition. U3A cells, IL-6 STAT3-luciferase reporter, luminescence; host cell line lacks STAT1. inhibition, % at 5.5 µM. 0.89% of 190,000 active. AID 862;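 active means inhibition above the mean inhibition across all screened compounds plus 3 SD, cut at about 44% in these data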;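 further: 0% = DMSO only wells and 100% = 100 µM nifuroxazide control wells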
STAT1 activator: activators of IFN-gamma induced STAT1 signaling; activation (% of control), % at 5.5 µM; 2.6% of 200,000 active; NIH 3T3 STAT1-luciferase reporter, luminescence; 100% = IFN-gamma alone, no compound;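 active means activation above the screen-wide mean activation plus 3 SD, cut at about 130% in these data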;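 further: raw ratio to IFN-gamma control signal so 100% means no change and 0% no light; values of inactives mirror those of a sister screen read the other way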
APP 5'UTR act: activates APP 5'UTR luciferase reporter | SH-SY5Y APP 5'UTR luciferase reporter, luminescence; zero percent = DMSO vehicle wells | activation, % at 2 µM | 1% of 190,000 active;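 active means activation above a set limit, based on mean plus 3 SD of controls, cut at about 140% in these data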; further: values of inactives mirror those of a sister screen read the other way
STAT3 act: increases IL-6 driven STAT3 reporter signal | U3A cells, IL-6 STAT3-luciferase reporter, luminescence; 100% = signal with IL-6 EC80 alone | activation (% of control), % at 5.6 µM | 0.91% of 190,000 active;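 active means activation above the screen-wide mean of compound activation plus 3 SD, cut at about 130% in these data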;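 further: 0% = background luminescence of wells with medium and substrate only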
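system = STAT3-luciferase reporter U3A cells | reagent = IL-6 stimulus at 33 ng/mL final | timing = 1 h compound pre-exposure, 6 h IL-6 stimulation, 37 °C | measured by = luminescence | evaluation = % activation versus median of IL-6-stimulated wells | control set = IL-6-only wells as 100% reference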
Hsp70 act: transcriptional activators of Hsp70. HeLa Hsp70 promoter luciferase reporter, luminescence; scaled: vehicle 0, proteasome-inhibitor control 100%. activation, % at 10 µM. 0.04% of 200,000 active. AID 1203;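 active means activation above the mean across all tested compounds plus 3 SD, cutoff set per campaign, cut at about 5.5% in these data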;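 further: 100% = MG132 at 30 µM as the positive control and 0% = DMSO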
TLR4 MyD88 comp: inhibitors of human TLR4-MyD88 binding. inhibition, % at 8.4 µM. O00206+Q99836. AID 861. 0.18% of 200,000 active. HeLa CL3-4 TLR4/MyD88 BLA complementation, FRET ratio; in the data active means inhibition above about 25%;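 further: 0% = vehicle and 100% = reference inhibitor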
Target sequence (O00206 whole entry, looked up): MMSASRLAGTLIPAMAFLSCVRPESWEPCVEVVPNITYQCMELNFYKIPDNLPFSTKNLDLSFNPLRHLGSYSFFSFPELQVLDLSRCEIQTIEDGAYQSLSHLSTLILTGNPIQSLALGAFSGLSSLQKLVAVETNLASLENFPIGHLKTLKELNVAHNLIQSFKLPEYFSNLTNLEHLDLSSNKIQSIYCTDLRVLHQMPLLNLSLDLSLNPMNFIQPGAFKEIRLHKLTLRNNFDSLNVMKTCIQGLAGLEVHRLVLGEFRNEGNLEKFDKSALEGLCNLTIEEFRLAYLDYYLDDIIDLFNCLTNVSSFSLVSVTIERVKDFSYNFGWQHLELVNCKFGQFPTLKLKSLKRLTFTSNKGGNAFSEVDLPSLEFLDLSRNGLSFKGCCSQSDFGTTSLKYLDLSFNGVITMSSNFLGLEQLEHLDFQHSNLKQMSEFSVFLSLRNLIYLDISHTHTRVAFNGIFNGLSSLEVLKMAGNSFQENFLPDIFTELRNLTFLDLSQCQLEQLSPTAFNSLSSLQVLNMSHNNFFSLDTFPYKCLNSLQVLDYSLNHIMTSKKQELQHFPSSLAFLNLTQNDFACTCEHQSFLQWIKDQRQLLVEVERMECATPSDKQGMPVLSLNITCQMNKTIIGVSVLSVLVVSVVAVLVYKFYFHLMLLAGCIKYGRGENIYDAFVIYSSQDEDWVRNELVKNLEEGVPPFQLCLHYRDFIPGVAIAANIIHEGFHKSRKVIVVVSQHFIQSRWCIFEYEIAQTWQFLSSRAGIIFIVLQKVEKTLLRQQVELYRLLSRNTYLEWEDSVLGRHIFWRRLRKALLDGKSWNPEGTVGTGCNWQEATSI
Target sequence (Q99836 whole entry, looked up): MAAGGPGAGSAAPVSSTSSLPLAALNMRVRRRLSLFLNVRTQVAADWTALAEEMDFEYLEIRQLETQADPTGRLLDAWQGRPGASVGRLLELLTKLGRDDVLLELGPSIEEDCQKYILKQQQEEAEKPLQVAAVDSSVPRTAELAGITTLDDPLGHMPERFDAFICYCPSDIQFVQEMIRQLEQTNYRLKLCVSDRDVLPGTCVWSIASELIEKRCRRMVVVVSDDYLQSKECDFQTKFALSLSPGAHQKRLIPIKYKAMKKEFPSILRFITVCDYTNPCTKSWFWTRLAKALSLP
Redox H2O2 prof: compounds producing H2O2 with reducing agent – biochemical, NIH compound library profiling, artefact control for MLSCN library redox annotation, primary screen; DTT-dependent redox cycling H2O2, phenol red/HRP absorbance; 100% = 100 µM peroxide control, 0% = buffer; activation, % at 10 µM; 0.03% of 200,000 active; AID 878;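 active means activation of at least 50% relative to the plate's high and low controls in the primary single-dose screen; inactive means activation below 50%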;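 further: compound incubated with DTT at 0.8 mM final as the reducing agent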
NF-kB neuron act: raises NF-kB expression in human neuronal cells. NF-kB reporter expression; active compounds read high. fold change at 12.5 µM. 1.6% of 190,000 active; in the data active means fold change above about 3.3
STAT1 inh: inhibitors of IFN-gamma induced STAT1 signaling. NIH 3T3 STAT1-luciferase reporter, luminescence. inhibition, % at 5.5 µM. 0.35% of 200,000 active;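 active means inhibition above a set limit, the mean inhibition across all tested compounds plus 3 SD, cut at about 34% in these data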;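 further: 0% = IFN-gamma with DMSO and 100% = IFN-gamma with 300 µM nifuroxazide; values of inactives mirror those of a sister screen read the other way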
Active calls of the source: *; . = no result given.

SMILES	Efa HMGR inh	STAT3 blocker	STAT1 activator	APP 5'UTR act	STAT3 act	Hsp70 act	TLR4 MyD88 comp	Redox H2O2 prof	NF-kB neuron act	STAT1 inh
CCOC(=O)c1ccc(OCc2nc(-c3cccs3)no2)cc1	-4	-9	111	2	111	-0.1	-27	0.3	1.3	-12
CC(=O)N1C(C)c2ccccc2C(C)(C)CC12CCCCC2 (configuration not stated)	-4	-1	102	-1	101	-0.4	8	0.0	1.1	-2
C=CCN1C(=O)CSc2ccc(C(=O)N3CCC(C)CC3)cc21	0	10	103	4	101	0.3	-4	1.6	2.1	-4
CC(=O)Nc1ccc2c(c1)OCO2	0	1	98	-4	103	-0.2	7	-0.4	1	4
CCN(CCO)Cc1csc2ccc(C(C)(C)C)cc12	-4	13	101	12	92	-0.4	-2	-0.1	0.83	-1
COc1cc(C(=O)NCC2CCCO2)ccc1OCc1c(C)noc1C (configuration not stated)	1	14	97	-7	95	-0.5	-7	-4.1	1.3	3
CN(CCc1ccccn1)S(=O)(=O)c1ccc(F)cc1	-1	6	92	-2	96	0.0	7	-0.7	1.4	8
O=C1c2ccccc2-c2nc3ncnn3c(-c3ccccc3Cl)c21	2	2	102	-5	106	-0.3	4	-1.8	1	-2
COc1ccc(/C=N/NC(=O)CN(C)S(=O)(=O)c2ccc(NC(C)=O)cc2)cc1	-2	-2	114	15	106	0.5	-8	0.2	1.3	-16
N#CCc1ccc(NS(=O)(=O)c2ccc(N3CCCC3=O)cc2)cc1	-5	-5	104	27	104	-0.5	5	-1.4	1.1	-4
CCOC(=O)c1[nH]c(C)c(C(=O)Nc2cc(Cl)ccc2C)c1C	4	1	102	-95	105	0.5	-5	-1.4	1.1	-2
CC(C)(C)NCc1cc(Cl)ccc1OCc1cccs1	-5	15	95	-4	91	-0.3	-6	-0.2	1.4	6
COc1ccc(-c2[nH]ncc2CN(C)C(C)c2ccon2)c(OC)c1 (configuration not stated)	-3	12	83	5	100	-0.2	7	-1.7	1.3	18
COc1ccc(OC)c(NC(=O)c2cc3n(n2)C(C(F)(F)F)CC(c2ccc4c(c2)OCO4)N3)c1 (configuration not stated)	.	38	103	0	73	0.3	11	-1.5	.	-4
Cc1c(CNCCC2=CCCCC2)c(C(=O)O)c(C)n1Cc1ccccc1	3	5	102	-3	99	-0.1	5	-1.4	1	-4
CCOC(=O)C1=C(C)N=C2c3ccccc3C(=O)C2C1c1ccc(C)cc1 (configuration not stated)	-3	-2	94	7	109	-0.2	-7	2.2	1.4	7
CN1CC2(C)CN(C(c3ccccc3)c3ccccc3)CC(C)(C1)C2O (configuration not stated)	-1	6	102	-4	99	-0.2	-17	-0.4	1.1	-4
Cc1ccc(-n2ncc3c(SCc4cccc(C)c4)ncnc32)cc1	2	-1	104	36	100	-0.2	-12	2.8	1.2	-5
O=C(O)C1C2C=CC(C2)C1C(=O)NC1CCS(=O)(=O)C1 (configuration not stated)	-4	7	103	0	101	-0.4	-1	0.5	0.86	-3
C#CCOCCOCCOCCNc1nc(N2CCN(C(=O)[C@H](Cc3cc4ccccc4[nH]3)n3cc([C@@H](N)C(C)CC)nn3)CC2)nc(N2CCN(C(=O)[C@H](CCCCN)n3cc([C@@H](N)CO)nn3)CC2)n1 (some centres not stated)	-4	.	109	-3	.	-0.1	-9	-1.3	0.87	-8
Cc1ccc(-c2csc(-c3c[nH]c4ccccc34)n2)cc1	-8	-11	127	74	117	-0.2	6	-13	3.1	-29
COc1ccc(S(=O)(=O)Nc2cc(C)c(O)cc2C(C)C)cc1	1	9	94	3	96	0.3	2	0.0	0.85	6
Cc1cc2sc(C(=O)O)c(C)c2s1	0	-5	108	-9	107	0.0	5	0.6	1.4	-11
CCOc1ccccc1OCc1nn2c(-c3ccc(C)cc3)nnc2s1	-1	5	108	-2	101	-0.4	-16	-0.4	1.1	-9

Just Hsp70 act, for some of the entries so far:
SMILES | Hsp70 act
Cc1c(CNCCC2=CCCCC2)c(C(=O)O)c(C)n1Cc1ccccc1 | -0.1
CCOC(=O)C1=C(C)N=C2c3ccccc3C(=O)C2C1c1ccc(C)cc1 (configuration not stated) | -0.2
CN1CC2(C)CN(C(c3ccccc3)c3ccccc3)CC(C)(C1)C2O (configuration not stated) | -0.2

(cont.)
SMILES	Efa HMGR inh	STAT3 blocker	STAT1 activator	APP 5'UTR act	STAT3 act	Hsp70 act	TLR4 MyD88 comp	Redox H2O2 prof	NF-kB neuron act	STAT1 inh
O=C(NC1CCOC1)c1ccc(OC2CCN(CCc3ccccc3)CC2)cc1 (configuration not stated)	-2	3	85	1	101	-0.1	11	0.7	1.1	15
COc1ccc(NC(=S)N2CCN(Cc3ccc(C)cc3)CC2)cc1	-3	14	91	22	93	-0.4	13	0.0	1.6	8
O=C(c1cc2ccccc2o1)N1CCN=C1SCc1cccc(F)c1	-2	25	104	9	86	0.0	1	-0.7	1.1	-4
CCOC(=O)C1=C(C)NC(=S)NC1c1ccc(-c2cccc(Cl)c2C)o1 (configuration not stated)	0	15	100	-16	88	-0.1	2	-0.4	1.1	0
CCOC(=O)c1c(NC(=O)C2CCCN(S(=O)(=O)c3ccc(C)cc3)C2)sc2c1CCCC2 (configuration not stated)	-3	5	100	4	96	-0.5	0	0.9	0.99	0
COC(=O)CCNC(=O)c1ccc2[nH]c(C)c(C)c2c1	-3	11	96	-4	94	-0.1	-11	-2.3	0.99	4
CCc1cccc(C)c1NC(=S)N(CCCN1CCOCC1)Cc1cccnc1	1	2	96	14	99	-0.4	-15	-0.4	1.2	5
COc1ccc(CCNC(=O)CN2CCC(n3nnc4cc(F)ccc43)CC2)cc1OC	-5	9	93	3	98	-0.3	4	-0.4	0.85	8
CN(N)C(=S)NCc1ccccc1	-3	9	99	-22	95	-0.3	-13	0.5	1.3	1
CCCC1CC(C)(/C(C)=N\NC(N)=S)OC1=O (configuration not stated)	-1	4	105	5	99	0.0	-17	-0.9	1.2	-8
CCn1c(-c2csc(-c3ccccc3)n2)n[nH]c1=S	4	10	102	.	91	0.0	14	0.0	1.5	-6
COc1cc(S(=O)(=O)n2ccnc2)ccc1Br	3	-16	106	11	120	-0.3	13	-0.7	0.86	-9
CCN(CC)S(=O)(=O)c1ccc2c(c1)nc(SCn1nnc3ccccc3c1=O)n2CC	-5	17	95	-92	92	-0.3	8	-0.1	0.8	5
CC(C)c1nc(SCC(=O)N2CCCC2)c2ccccc2n1	2	-2	90	-8	102	0.5	-3	-3.4	1.4	12
Cc1ccc(C2C(C#N)C(C#N)N3CCCN23)cc1 (configuration not stated)	1	-48	97	1	141*	-0.2	-2	2.6	1.3	3
COc1cc2[nH]c(=S)nc(NC3CCCCCC3)c2cc1OC	-1	3	114	0	103	0.4	-7	0.2	1	-17
Cc1cc(C(F)(F)F)c(C#N)c(=O)[nH]1	-5	-2	97	11	105	-0.3	3	0.9	1.5	-1
CCSc1nnc(NC(=O)C2CCN(S(=O)(=O)c3cc(C(F)(F)F)ccc3Cl)CC2)s1	5	2	100	13	102	0.1	-13	1.0	1.2	0
Cn1nnc2c(N3CCCCC3)nccc21	-2	2	103	-5	101	0.3	-11	1.9	0.9	-3
Cc1ccc(S(=O)(=O)c2nc(S(C)(=O)=O)sc2N(C)C)cc1	4	10	93	-1	97	0.0	-3	0.9	0.86	8
C=CCn1c(-c2ccco2)n[nH]c1=S	-6	0	97	0	105	-0.3	4	-1.3	1	4
COc1ccc(CN2CCC(CNC(=O)NC3CCCCC3)CC2)cc1	-1	6	99	11	97	-0.2	6	1.1	0.96	1
Nc1ccc2c(c1)OC1(CCCCC1)O2	-7	-32	103	22	135*	-0.2	10	-0.8	0.97	-6
O=C(COC(=O)/C=C/c1ccco1)Nc1ccc(F)cc1Cl	-18	5	99	9	102	0.0	13	0.8	1.1	0
COc1ccc(-c2ccc(CO)o2)cc1N	9	-9	113	-2	113	0.1	-14	-0.9	1.2	-15
COc1cc(/C=N/Nc2ccc(Cl)c(C(=O)O)c2)ccc1OC(=O)c1ccco1	-2	-10	80	36	110	0.1	-31	-0.4	1.8	21
O=C(CCCN1C(=O)c2ccccc2C1=O)Nc1ccc(Br)cn1	-4	4	90	3	100	-0.2	-3	-2.4	0.99	12
S=C(NCCc1ccccc1)NC1CCCCCC1	-5	-4	137*	78	110	0.0	-16	2.2	3.2	-41
Cc1ccc(C(=O)N/C(=C\c2cccc([N+](=O)[O-])c2)C(=O)OCN2C(=O)c3ccccc3C2=O)cc1	-1	1	99	-2	98	0.5	1	-0.4	1.2	1
CCCC(=O)C1CCN(Cc2ccccc2)CC1	-3	3	94	8	104	-0.4	-2	-3.7	1.1	6
Cc1ccsc1/C=N/NC(=O)C(=O)NCC(C)C	1	1	124	30	102	-0.2	0	0.0	1.8	-28
NS(=O)(=O)c1ccc(NC(=O)COC(=O)CCNC(=O)NC23CC4CC(CC(C4)C2)C3)cc1	-10	-5	103	1	107	-0.1	-7	-1.2	1.1	-3
Cc1cc(C)n(C(=O)CCN2C(=O)c3ccccc3C2=O)n1	-5	11	98	8	97	-0.3	5	-0.4	0.86	3
O=C(O)c1ccc(CNCc2ccc(Cl)cc2Cl)cc1	1	8	101	16	99	-0.1	12	0.3	1	-1
COC(=O)c1ccc(C(=O)OC)c(NC(=S)N2CCN(C)CC2)c1	-9	4	85	14	98	-0.5	-1	0.1	1.1	14
CC(C)CN1C(=O)NC(NS(=O)(=O)c2ccc(N)cc2)(C(F)(F)F)C1=O (configuration not stated)	-1	-9	104	7	105	-0.1	8	0.4	1.1	-4
CCCOc1ccc(-c2nc(C#N)c(N3CCN(CC)CC3)o2)cc1	0	13	109	19	94	-0.2	7	-0.2	0.97	-10
COCCNC(=O)c1ccc(CN2CCOCC2)cc1	-1	8	97	-8	96	0.0	4	-1.0	0.89	0
O=C(CN1C(=O)NC2(CCCCC2)C1=O)NC1CCCc2ccccc21 (configuration not stated)	-5	11	95	-9	93	-0.3	-2	0.3	1.2	6
CC1(C)Cc2nc3n[nH]c(N)c3cc2CO1	-4	-2	97	12	105	0.1	-21	-0.9	1.2	3
CCN(CC)C(=O)C(=O)N/N=C/c1ccc(F)cc1	0	7	103	22	98	0.5	-11	-0.2	1.1	-5
CC1CCCCN1Cc1nc2c(c(=O)n(C)c(=O)n2C)n1CCCc1ccccc1 (configuration not stated)	.	-8	106	6	110	-0.2	-3	3.1	.	-7
CCOC(=O)c1cc(-c2ccc(N)cc2)sc1N	-4	2	139*	19	102	0.3	-11	2.3	3	-43
CC(=O)Nc1sc2c(c1CN1CCN(C)CC1)CCCC2	-3	5	95	-4	100	0.4	-7	2.1	1.4	6
O=c1[nH]c(SCc2n[nH]c(=S)n2-c2ccccc2)nc2ccccc12	1	2	103	8	101	0.0	-7	2.3	1.1	-3
CNC(=O)CS(=O)(=O)CC(=O)Nc1cc(OCCOC)c(Cl)cc1Cl	-2	3	102	10	102	1.6	-5	-0.7	1	-4

Compound activity deposited in PubChem by several laboratories.
